Shiga toxin inh: A qHTS for Small Molecule Inhibitors of Shiga Toxin; Vero cells, Shiga toxin protein synthesis inhibition reporter; inhibition, % at 38.7 µM; 290,000 compounds, 9.2% hits; AID 2315, 2010; in the data active = inhibition mostly above about 28%, no sharp cut-off; inactive = mostly below about 43%; note: 0% is about no effect
CHX counter: Cycloheximide Counterscreen for Small Molecule Inhibitors of Shiga Toxin | cell reporter, cycloheximide protein synthesis inhibition counterscreen | max response, % | 300,000 compounds, 12% hits | AID 2314, 2010; in the data active = max response mostly above about 13%, no sharp cut-off; inactive = mostly below about 14%; note: read at 38.3 µM for the half of the compounds with a filed dose; 0% is about no effect
* = called active by the depositor; i = inactive; & = joins results of further samples.

Order of values – Shiga toxin inh | CHX counter
1) C=C1CCN(C(CC(C)C)C(=O)O)S(=O)(=O)c2ccccc21 (stereo not drawn)
 : -4 | 6
2) Cc1ccc(OCCn2c(CCNC(=O)C3CCCCC3)nc3ccccc32)cc1
 : 13 | 4
3) COc1ccc(OC)c(C2=Nn3c(nnc3-c3ccccc3O)SC2)c1
 : 1 | 4
4) COc1cc(CC(=O)OCC2=C[C@H]3[C@@H]4C(C)(C)[C@]4(OC(C)=O)[C@H](OC(=O)Cc4ccccc4)[C@@H](C)[C@]3(O)[C@@H]3C=C(C)C(=O)[C@@]3(O)C2)ccc1O
 : 35 | 19
5) NC(=O)C[C@H](NC(=O)Cc1ccc(O)cc1O)C(=O)O
 : -5 | 1
6) COc1cc(OC)c2c(C)cc(=O)oc2c1C(CCN1CCCCC1)c1ccc(N(C)C)cc1 (stereo not drawn)
 : -4 | -1
7) COc1ccc(-n2nc(C(=O)O)c3csc(N)c3c2=O)cc1
 : -4 | -8
8) C[C@H](N)C(=O)N[C@@H](Cc1ccc(F)cc1)C(=O)N[C@@H](CCCN=C(N)N)C(=O)N[C@@H](CC1CCCCC1)C(=O)N[C@@H](CCCCN=C(N)N)C(=O)N[C@@H](Cc1ccc(O)cc1)C(N)=O
 : -6 | 7
9) COC(=O)C[C@@](O)(CCC(C)(C)O)C(=O)O[C@@H]1C(OC)=C[C@]23CCCN2CCc2cc4c(cc2[C@@H]13)OCO4
 : -12 | -9
10) COc1ccc(-c2nnc3n2N=C(c2cc(OC)ccc2OC)CS3)cc1
 : 24 | 20
11) N[C@H](CCC(=O)NCC(=O)O)C(=O)O
 : -3 | -5
12) O=C(O)c1cc([N+](=O)[O-])cc([N+](=O)[O-])c1O
 : -5 | -3
13) CCCCC1(C2CCCC2)Cc2cc(OCCCC(=O)O)c(Cl)c(Cl)c2C1=O (stereo not drawn)
 : -4 | -2
14) C=C1CCN(C(Cc2ccccc2)C(=O)O)S(=O)(=O)c2ccccc21 (stereo not drawn)
 : -7 | -5
15) Cc1ccc2ccc3c(c2n1)NS(=O)(=O)c1ccccc1-3
 : -5 | 9
16) C=C1CC2C(=O)N(Cc3cc(OC)ccc3OC)C(C(=O)OCC)C1N2C (stereo not drawn)
 : 10 | 10
17) Cc1cc2c(s1)c1cnn(Cc3c(F)cccc3F)c(=O)c1n2C
 : 3 | -1
18) C=C1CCN(C(CC(C)C)C(=O)NCc2ccc(Cl)cc2)S(=O)(=O)c2ccccc21 (stereo not drawn)
 : -9 | -3
19) Cc1c2c(c(O)c3c(O)cccc13)C(=O)O[C@H]2C1C(N(C)C)C(O)=C(C(N)=O)C(=O)[C@H]1O (stereo partly drawn)
 : 11 | -9
20) COc1cc(C2CC(=O)Oc3c(C(C)C)ccc(C)c32)cc(OC)c1OC (stereo not drawn)
 : i | 2

One compound at a time, from the list above. Order of values: Shiga toxin inh | CHX counter
C=C1CCN(C(CC(C)C)C(=O)NCc2ccc(Cl)cc2)S(=O)(=O)c2ccccc21 (stereo not drawn) is entered as -9 | -3
CCCCC1(C2CCCC2)Cc2cc(OCCCC(=O)O)c(Cl)c(Cl)c2C1=O (stereo not drawn) is entered as -4 | -2
Cc1ccc(OCCn2c(CCNC(=O)C3CCCCC3)nc3ccccc32)cc1 is entered as 13 | 4

Next section.
Order of values – Shiga toxin inh | CHX counter
21) c1ncc(CCCC2CCNCC2)[nH]1
 : 2 | -5
22) CC(=O)Nc1ccc2nc3c(=O)[nH]c(=O)[nH]c3nc2c1
 : 7 | -2
23) O=C(Cc1ccccc1)Nc1sc2c(c1C(=O)Nc1cccc(Cl)c1)CCCC2
 : 20 | 16
24) CCCCCCCC/C=C\CCCCCCCC(=O)OC[C@@H](COP(O)(O)=S)OC
 : -1 | 5
25) COc1ccccc1C1(O)CCN(CCCn2c3ccccc3c3ccccc32)CC1
 : -28 | -17
26) C[C@@H]1Cc2c(Cl)cc(C(=O)N[C@H](Cc3ccccc3)C(=O)O)c(O)c2C(=O)O1
 : -6 | -4
27) COc1ccc2nc3cc(Cl)ccc3c(NCCCN3CCN(CCCNc4c5ccc(Cl)cc5nc5ccc(OC)cc45)CC3)c2c1
 : 34* | 10
28) Cc1nc2c(c(=O)[nH]1)CSCC2
 : -5 | 5
29) O=C1NC(=O)c2cc(Nc3ccc(F)cc3)c(Nc3ccc(F)cc3)cc21
 : -12&-20 | -6&-1
30) CSCC[C@H](NC(=O)[C@H](CC(C)C)NC(=O)CCNC(=O)[C@@H](NC(=O)[C@H](Cc1ccccc1)NC(=O)[C@H](CO)NC(=O)[C@@H](N)CC(=O)O)C(C)C)C(N)=O
 : 0 | -6
31) CCCC[C@@H](NC(=O)[C@@H](Cc1cn(C(=O)OC)c2ccccc12)NC(=O)[C@H](CC(C)(C)C)NC(=O)N1[C@H](C)CCC[C@@H]1C)C(=O)O
 : -7 | 5
32) CC1CC=CC2C1C(=O)N(Cc1ccccc1)C2c1ccc2ccccc2c1 (stereo not drawn)
 : 16 | -6
33) CCOC(=O)CCN(SN(C)C(=O)Oc1cccc2c1OC(C)(C)C2)C(C)C
 : 16 | -2
34) CC(C)C[C@H](N)C(=O)N[C@H](C(=O)N[C@@H](CCCN=C(N)N)C(=O)N[C@H](CS)C(=O)NCC(=O)N[C@@H](CCCCN)C(=O)N[C@@H](Cc1cnc[nH]1)C(=O)N[C@@H](CO)C(=O)N[C@@H](CCCN=C(N)N)C(=O)O)C(C)C
 : -5 | -1
35) Cc1ccc(S(=O)(=O)/C=C/C#N)cc1
 : -18 | -18
36) C/C=C1\COC(C(=O)NC)(C(F)(F)F)C=C1C=C1CCCCC1 (stereo not drawn)
 : 15 | 19
37) O=C(O)C(Cc1ccc2c(c1)oc1ccccc12)NCP(=O)(O)O (stereo not drawn)
 : -13 | 10
38) O=C1NC(=S)NC(=O)C1C(=O)Nc1ccccc1
 : 30 | 14
39) O=C(O)/C=C/c1cc(F)c(S(=O)(=O)N2CCN(S(=O)(=O)c3ccc4c(c3)OCCO4)CC2)cc1F
 : -5 | -3
40) CCOC(=O)[C@H](Cc1ccc(O)cc1)NC(=O)c1ccccc1
 : 15 | -3

Other results:
Order of values – Shiga toxin inh | CHX counter
41) Cc1ccc(S(=O)(=O)COCCN2CCN(S(=O)(=O)c3ccc(C)cc3)CCC2=O)cc1
 : 4 | -4
42) Cc1occc1C(=O)Nc1ccccc1
 : 33* | 28*
43) C=CCC1CCC(=O)N2CCCC12 (stereo not drawn)
 : i | -5
44) CC[C@H](C)[C@H](NC(=O)[C@H](C)NC(=O)CNC(=O)[C@H](CCCCN)NC(=O)[C@H](CC(N)=O)NC(=O)[C@H](CO)NC(=O)CN)C(=O)N[C@H](C(=O)NCC(=O)N[C@@H](CC(C)C)C(=O)N[C@@H](CCSC)C(=O)O)[C@@H](C)CC
 : 1 | -8
45) O=C(Nc1ccc(O)c2c(=O)cc(-c3ccccc3Cl)oc12)c1ccc(Br)cc1
 : -5 | -2
46) CCN(CC)/[N+]([O-])=N/Oc1cc(O/N=[N+](\[O-])N(C)C)c([N+](=O)[O-])cc1[N+](=O)[O-]
 : -6 | 1
47) Cc1cc2c(s1)c1cnn(Cc3c(F)cccc3Cl)c(=O)c1n2C
 : 12 | 5
48) CC(=O)OCC(NC(=O)C1CCCN1C(=O)OC(C)(C)C)C1OC(n2ccc(=O)[nH]c2=O)C(OC(C)=O)C1OC(C)=O (stereo not drawn)
 : -2 | -1
49) COc1cc2nccc(Oc3ccc(NC(=O)Nc4ccc(F)cc4F)c(F)c3)c2cc1OC
 : -7 | -11
50) COc1ccc(S(=O)(=O)Nc2cccc3cccnc23)c(N)c1
 : -27 | 23
51) OCc1ccc(-c2ccc(-c3ccc(CO)s3)o2)s1
 : 42* | 53*
52) O=C(CCCC[C@@H]1SC[C@H]2NC(=O)N[C@H]12)Nc1ccc(C(=O)O)cc1
 : -3 | 4
53) CC[C@H]1[C@@H]2C=C[C@@H]3[C@H]4C/C=C\C(=O)NCCC[C@@H]5NC(=O)C(=C5O)C(=O)CC[C@@H]4C[C@@H]3[C@H]2C[C@H]1C
 : -25 | -11
54) COc1cccc(OC)c1-c1cc(C(=O)NC2(C(=O)O)C3CC4CC(C3)CC2C4)nn1-c1ccc(C(=O)N(C)CCCN(C)C)cc1C(C)C (stereo not drawn)
 : -2 | -3
55) CCN(C/C=C/C#CC(C)(C)C)Cc1cccc(OCc2cc(-c3ccsc3)cs2)c1
 : 30* | 26
56) Oc1ccc(-c2c(-c3ccccc3)nn3c(C(F)(F)F)cc(C(F)(F)F)nc23)cc1
 : -11 | -7
57) CCCCCCC1(C)NC(c2ccc3c(c2)OCO3)=CC(c2cc(Br)ccc2O)N1 (stereo not drawn)
 : 41 | 32
58) Cc1noc(C)c1-c1ccc2ncnc(NCc3cccc(Cl)c3)c2c1
 : 9 | 7
59) CO[C@@H]1[C@@H]2OP(=O)(O)OC[C@H]2O[C@H]1n1c(Sc2ccc(Cl)cc2)nc2c(N)ncnc21
 : -19 | 1
60) CC(=O)C(O)C(c1ccccc1)c1c(O)c2ccccc2oc1=O (stereo not drawn)
 : -5 | -9

Grouped by structure: the entries above with an NH in an aromatic ring.
Order of values – Shiga toxin inh | CHX counter
21) c1ncc(CCCC2CCNCC2)[nH]1
 : 2 | -5
22) CC(=O)Nc1ccc2nc3c(=O)[nH]c(=O)[nH]c3nc2c1
 : 7 | -2
28) Cc1nc2c(c(=O)[nH]1)CSCC2
 : -5 | 5
34) CC(C)C[C@H](N)C(=O)N[C@H](C(=O)N[C@@H](CCCN=C(N)N)C(=O)N[C@H](CS)C(=O)NCC(=O)N[C@@H](CCCCN)C(=O)N[C@@H](Cc1cnc[nH]1)C(=O)N[C@@H](CO)C(=O)N[C@@H](CCCN=C(N)N)C(=O)O)C(C)C
 : -5 | -1
48) CC(=O)OCC(NC(=O)C1CCCN1C(=O)OC(C)(C)C)C1OC(n2ccc(=O)[nH]c2=O)C(OC(C)=O)C1OC(C)=O (stereo not drawn)
 : -2 | -1

Following part:
Order of values – Shiga toxin inh | CHX counter
61) CCOC(=O)N1C(COCc2ccccc2)C=CCS1(=O)=O (stereo not drawn)
 : 181* | 78*
62) CNC(=S)S
 : 2 | -2
63) O=c1ncccn1[C@@H]1O[C@H](CO)[C@@H](O)[C@H]1O
 : -7 | 7
64) COc1ccc(C2/C=C\CN(C(=O)c3ccccc3)C(Cc3ccccc3)C(=O)N2Cc2ccc(F)cc2)cc1 (stereo not drawn)
 : -4 | 25
65) Oc1ccc(Br)cc1C1C=C(c2ccc3c(c2)OCO3)NC(c2cccc(F)c2)N1 (stereo not drawn)
 : 50 | 34*
66) COc1cc(OC)c2c(C)cc(=O)oc2c1C(CCN1CCCC(C)C1)c1ccc(N(C)C)cc1 (stereo not drawn)
 : 5 | -5
67) O=C(Cl)CCCCCCCC(=O)Cl
 : -8 | -10
68) CC(C)c1ccc(C2C3=C(CC(c4ccco4)CC3=O)Nc3nc(C(F)(F)F)nn32)cc1 (stereo not drawn)
 : -9 | 9
69) COc1ccc(C2/C=C\CN(CC(C)C)C(Cc3ccccc3)C(=O)N2Cc2ccc(F)cc2)cc1 (stereo not drawn)
 : 126* | 99*
70) O=C1C=CC(=O)c2c(O)cccc21
 : -4 | -4
71) C[C@]12CC[C@@H]3c4ccc(O)cc4CC[C@H]3[C@@H]1CC[C@H]2O
 : 1 | 8
72) COc1ccc(/C=C/c2ccccc2)cc1C1C2C=CCCC2(C)C(=O)N1Cc1ccccc1 (stereo not drawn)
 : 115* | 49*
73) C[C@@H]1C(=O)N(S(=O)(=O)c2ccccc2[N+](=O)[O-])[C@H]1c1ccc(-c2ccccc2)cc1
 : -7 | -1
74) COc1ccc(COC[C@H](C)[C@H](O[Si](C)(C)C)[C@@H](C)[C@H]2OC(=O)[C@H]2C)cc1
 : 16 | 6
75) C[C@@H]1C[C@@H]2[C@H]([C@H]3C=C(COC(=O)c4ccccc4)[C@@H](O)[C@]4(O)[C@@H](O)C(OC(=O)c5ccccc5)=C[C@@]14C3=O)C2(C)C
 : 24* | 17
76) Cc1ccc2ccc3c(c2n1)NS(=O)(=O)c1ccc(C(F)(F)F)cc1-3
 : -4 | -4
77) O=C(O)C1CC=CC2CCN(C3CCCCC3)C(=O)C21 (stereo not drawn)
 : -10 | -8
78) O[C@@H]1COC2[C@@H](O)CO[C@@H]21 (stereo partly drawn)
 : -2 | 12
79) O=C(O)c1cc(N(Cc2ccccc2O)Cc2cc(O)ccc2O)ccc1O
 : -4&-2 | -3&-3
80) Cc1cc2oc(=O)cc(-c3ccccc3)c2c(C)c1-c1cccc(N)c1
 : i | 5

Down the list, quoted from above.
CHX counter for nos. 73–76 → -1, 6, 17, -4
Shiga toxin inh for nos. 73–76 → -7, 16, 24*, -4

Continuation:
Order of values – Shiga toxin inh | CHX counter
81) Cc1ccc(N)c(Cl)c1
 : -9 | -6
82) COC(=O)C1CCc2sc(NC(=O)Cc3ccccc3)c(C(=O)Nc3ccc(Cl)cc3)c21 (stereo not drawn)
 : -6 | 32
83) CC(C)C(C(=O)O)N1C(=O)/C(=C/c2ccc(Br)cc2)SC1=S (stereo not drawn)
 : 21* | 27*
84) CC[C@H](C)[C@H](NC(=O)CNC(=O)[C@H](CC(C)C)NC(=O)[C@H](CC(C)C)NC(=O)[C@H](CCC(N)=O)NC(=O)[C@H](CCC(N)=O)NC(=O)[C@H](CC(=O)O)NC(=O)[C@H](CCCCN)NC(=O)[C@H](CC(C)C)NC(=O)[C@H](Cc1ccc(O)cc1)NC(=O)[C@H](CCCNC(=N)N)NC(=O)[C@H](CCC(=O)O)NC(=O)[C@@H](NC(=O)[C@H](C)NC(=O)[C@H](CC(C)C)NC(=O)[C@@H](NC(=O)[C@@H](N)CCCNC(=N)N)[C@@H](C)CC)C(C)C)C(=O)N[C@@H](Cc1c[nH]c2ccccc12)C(=O)NCC(=O)N[C@@H](CS)C(=O)N[C@@H](CO)C(=O)O
 : -4 | 1
85) COc1cccc2c1CCCC2CCCN1CCN(C2CCCCC2)CC1 (stereo not drawn)
 : -4&11 | 2&-7
86) CCCCCCCCCCN1CCOCCOCCN(CCCCCCCCCC)CCOCCOCC1
 : -2 | -2
87) CSCC[C@H](N)C(=O)N[C@@H](CCCN=C(N)N)C(=O)N[C@@H](Cc1ccccc1)C(=O)N[C@@H](Cc1ccccc1)C(=O)N[C@H](C(=O)O)C(C)C
 : -10 | -9

Screening results (PubChem)

Not all compounds are listed; count on the stated rates, not on these rows.
